Compound activity from PubChem.
TEAD-YAP block: TEAD-YAP interaction inhibition | HEK-TIYL cells, TEAD-Gal4/YAP UAS-luciferase luminescence | inhibition, % at 9.12 µM | 640,000 compounds, 1.4% hits; in the data active = inhibition above about 32%;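 note: 0% = median of test compound wells and 100% = reference inhibitor wells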
FBW7 activator: human FBW7 E3 ligase activation, primary screen; AlphaScreen FBW7–phospho-cyclin E peptide binding, activator screen; Q969H0; 650,000 compounds, 0.13% hits; normalized activity (activation), % at 26.1 µM; in the data active = normalized activity above about 1.9%;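 note: purified mutant Fbw7 with reduced substrate affinity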
Target sequence (Q969H0 whole entry, looked up): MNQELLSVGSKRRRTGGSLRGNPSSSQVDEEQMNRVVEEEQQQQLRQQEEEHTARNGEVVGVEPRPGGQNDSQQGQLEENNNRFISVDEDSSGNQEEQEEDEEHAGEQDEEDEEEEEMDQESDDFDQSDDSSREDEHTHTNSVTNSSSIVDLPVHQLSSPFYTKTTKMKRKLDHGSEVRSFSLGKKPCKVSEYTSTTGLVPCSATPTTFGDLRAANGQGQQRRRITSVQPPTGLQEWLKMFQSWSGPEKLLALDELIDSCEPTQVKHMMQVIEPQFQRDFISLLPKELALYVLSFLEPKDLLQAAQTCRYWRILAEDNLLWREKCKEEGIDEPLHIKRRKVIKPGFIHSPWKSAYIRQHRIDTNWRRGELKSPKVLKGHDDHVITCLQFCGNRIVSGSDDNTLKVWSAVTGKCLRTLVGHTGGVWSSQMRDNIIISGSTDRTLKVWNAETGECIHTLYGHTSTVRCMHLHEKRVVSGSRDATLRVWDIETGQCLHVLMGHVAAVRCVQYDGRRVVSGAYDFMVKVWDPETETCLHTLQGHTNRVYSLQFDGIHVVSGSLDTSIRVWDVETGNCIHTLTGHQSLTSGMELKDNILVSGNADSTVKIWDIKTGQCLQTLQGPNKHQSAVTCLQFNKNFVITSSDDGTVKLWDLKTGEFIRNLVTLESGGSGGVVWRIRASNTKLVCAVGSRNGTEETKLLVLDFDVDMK
MITF primary: blocks human microphthalmia-associated transcription factor. inhibition, % at 2.6 µM. O75030. AlphaScreen MITF homodimerization, bead proximity signal. AID 1259374. 650,000 compounds, 0.91% hits; in the data active = inhibition above about 50%;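 note: 0% = vehicle wells with protein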
GPR151 activ: activates the human receptor GPR151; Q8TDV0; PathHunter beta-arrestin GPR151 cells, luminescence; activation, % at 11.2 µM; 650,000 compounds, 1% hits; in the data active = activation above about 4.9%;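 note: 0% = median of compound wells and 100% = cells with positive control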
An asterisk follows results filed as active.

The first 13 entries, ahead of the listing:
smiles	TEAD-YAP block	FBW7 activator	MITF primary	GPR151 activ
O=[N+]([O-])c1cccc(CN2CCC(N3CCN(c4ccccc4)CC3)CC2)c1	2	0.3	74*	-0.1
Cc1ccccc1CN1CCN(CCOCCO)CC1	-5	-0.1	69*	0.2
Cc1ccc(C(C)C)c(OCc2nc3ccccc3n2Cc2ccccc2)c1	-3	0.2	11	-0.6
COc1ccc(C(C)(C)C)cc1NC(=O)COC(=O)c1ccc([N+](=O)[O-])s1	-2	0.1	24	-1.2
CCOc1ccc(C(=O)n2nc(N)c3cc4cc(OC)ccc4nc32)cc1OCC	52*	0.2	7	2.2
COc1ccc2c(c1)C(C)(Cc1cc(Cl)ccc1OC)C(=O)N2 (stereo not drawn)	7	-0.3	5	-0.4
COc1ccc(C2CC(=O)C3=C(C2)Nc2ccccc2N(C(=O)c2ccccc2)C3c2cccc(Cl)c2)cc1OC (stereo not drawn)	-6	-0.1	8	-0.5
CC(=O)C(C(C)=O)C1=C([N+](=O)[O-])C(=O)C(=O)c2ccccc21	10	-0.2	6	-1.3
CN(Cc1ccccc1)C(=O)CCC1CCN(C(=O)CSc2ccccn2)CC1	-10	0.1	1	-1.4
COc1cccc(CN2CCC(=O)N(Cc3ccccc3)CC2)c1	3	0.1	-6	1.0
CCN(CC)CCCNC(=S)N1CCCC(c2nc3ccccc3[nH]2)C1 (stereo not drawn)	-7	-0.1	8	0.2
COCC(C)n1c(-c2ccco2)csc1=Nc1cc(S(=O)(=O)N(C)C)ccc1C (stereo not drawn)	-1	-0.3	3	1.3
O=C(COC(=O)C12CC3CC(CC(C3)C1)C2)Nc1cccc(I)c1	-5	0.2	-1	-1.1

All compounds of this part (from the top)
smiles	TEAD-YAP block	FBW7 activator	MITF primary	GPR151 activ
O=[N+]([O-])c1cccc(CN2CCC(N3CCN(c4ccccc4)CC3)CC2)c1	2	0.3	74*	-0.1
Cc1ccccc1CN1CCN(CCOCCO)CC1	-5	-0.1	69*	0.2
Cc1ccc(C(C)C)c(OCc2nc3ccccc3n2Cc2ccccc2)c1	-3	0.2	11	-0.6
COc1ccc(C(C)(C)C)cc1NC(=O)COC(=O)c1ccc([N+](=O)[O-])s1	-2	0.1	24	-1.2
CCOc1ccc(C(=O)n2nc(N)c3cc4cc(OC)ccc4nc32)cc1OCC	52*	0.2	7	2.2
COc1ccc2c(c1)C(C)(Cc1cc(Cl)ccc1OC)C(=O)N2 (stereo not drawn)	7	-0.3	5	-0.4
COc1ccc(C2CC(=O)C3=C(C2)Nc2ccccc2N(C(=O)c2ccccc2)C3c2cccc(Cl)c2)cc1OC (stereo not drawn)	-6	-0.1	8	-0.5
CC(=O)C(C(C)=O)C1=C([N+](=O)[O-])C(=O)C(=O)c2ccccc21	10	-0.2	6	-1.3
CN(Cc1ccccc1)C(=O)CCC1CCN(C(=O)CSc2ccccn2)CC1	-10	0.1	1	-1.4
COc1cccc(CN2CCC(=O)N(Cc3ccccc3)CC2)c1	3	0.1	-6	1.0
CCN(CC)CCCNC(=S)N1CCCC(c2nc3ccccc3[nH]2)C1 (stereo not drawn)	-7	-0.1	8	0.2
COCC(C)n1c(-c2ccco2)csc1=Nc1cc(S(=O)(=O)N(C)C)ccc1C (stereo not drawn)	-1	-0.3	3	1.3
O=C(COC(=O)C12CC3CC(CC(C3)C1)C2)Nc1cccc(I)c1	-5	0.2	-1	-1.1
Cc1cc(C)n(/N=C/c2ccc([N+](=O)[O-])s2)c(=O)c1C#N	9	-0.2	-5	-1.0
CCN(CC)C(=O)CSc1nnc(Cc2ccccc2)n1CC1CCCO1 (stereo not drawn)	-6	0.0	-1	2.2
O=C(NCCc1ccccc1)c1cc(=O)[nH]c2ccc(S(=O)(=O)N3CCCCC3)cc12	-7	-0.1	45	-0.8
CN1C(=O)C(C)(C)c2cc(S(=O)(=O)N3CCCC(C(=O)Nc4cccnc4)C3)ccc21 (stereo not drawn)	4	0.8	10	1.0
OC(COc1ccccc1CN1CCOCC1)CN1CCc2ccccc2C1 (stereo not drawn)	7	-0.1	-11	-0.4
Cc1ccc(-c2nnc(NCc3ccccc3)c3ccccc23)cc1S(=O)(=O)N1CCCCC1	-3	0.0	7	-0.2
COc1ccc(C(=O)/C=C/NCC(=O)c2ccccc2)cc1	-1	0.1	12	-0.2

2 entries from above, reformatted.
Fields – TEAD-YAP block, FBW7 activator, MITF primary, GPR151 activ
- CCN(CC)CCCNC(=S)N1CCCC(c2nc3ccccc3[nH]2)C1 (stereo not drawn)
  -7, -0.1, 8, 0.2
- COCC(C)n1c(-c2ccco2)csc1=Nc1cc(S(=O)(=O)N(C)C)ccc1C (stereo not drawn)
  -1, -0.3, 3, 1.3

(next part)
smiles	TEAD-YAP block	FBW7 activator	MITF primary	GPR151 activ
Cc1ccc(CNC(=O)CSc2nc3nc(C)cc(C)n3n2)cc1	7	0.1	30	-0.3
CCc1ccc(Nc2cc3c(cc2[N+](=O)[O-])C(=O)N(c2ccc(C)cc2)C3=O)cc1	-9	-0.2	-14	0.0
Cc1ccc2oc(=O)c3cc(C(=O)NC4CC4)sc3c2c1	-19	-0.7	-3	0.1
COCCNc1nc2c(-c3ccc(Cl)cc3)nnn2c2ccccc12	7	0.4	5	-0.6
O=C(c1ccccc1)N1CCN(S(=O)(=O)c2ccc([N+](=O)[O-])cc2)CC1	10	-0.2	-1	-0.1
O=C(Nc1ccc(-c2ccncc2)cc1OC(F)(F)F)C1COc2ccccc2O1 (stereo not drawn)	-2	0.0	12	1.6
COc1cc(C(=O)c2ccccc2)c([N+](=O)[O-])cc1OC	2	0.1	9	0.2
CCOc1ccc(CN2CCN(Cc3cccc(OC)c3)C(CCO)C2)cc1 (stereo not drawn)	-2	-0.1	-4	-1.4
O=C(/C=C/Nc1cc(Cl)ccc1O)c1ccccc1	-13	0.1	17	0.1
CCOc1cccc2cc(C(=O)Nc3nccs3)c(=O)oc12	-2	0.2	-1	-0.6
O=C(Nc1cccnc1)c1nc2ncccn2n1	10	-0.2	0	0.0
O=C(O)[C@H]1CN(C(=O)c2n[nH]c3c2CCC3)C[C@@H]1c1ccc(F)cc1	3	0.0	5	2.7
CC(C)CNC(=O)c1ccc(CN(c2ccccc2)S(C)(=O)=O)cc1	-5	-0.1	-7	-1.0
Cc1nnc(SCC(=O)c2ccc(-c3ccccc3)cc2)n1C	-10	0.0	-4	-2.4
O=C(c1ccc2[nH]ncc2c1)N1CCC(Oc2ccc(Cl)cn2)CC1	6	-0.1	-1	1.1
COc1cc(/C=c2\sc3nc(=O)c(-c4ccccc4)nn3c2=O)ccc1OCCC(C)C	2	-0.1	4	1.3
O=C(c1cnn2ccccc12)N1CCc2ccccc2C1	-16	0.0	14	0.9
CCN(CC)S(=O)(=O)c1ccc(C(=O)Nc2ccc(-c3nc4ccccc4[nH]3)cc2)cc1	-5	-0.1	0	0.5
Cc1nc(NC(=O)COc2cc(Cl)c(Cl)cc2Cl)sc1C	-52	0.6	3	1.0
O=C(CNCc1ccc(Cl)cc1)N1CCN(c2ccccc2F)CC1	-10	-0.2	-8	-0.5
CCN(CC)C(=O)C1CCCN(c2nc(C(=O)NCCN(C(C)C)C(C)C)cs2)C1 (stereo not drawn)	8	0.0	21	-1.7
COc1ccc(C(C)C)cc1S(=O)(=O)N1CCCC1	-8	-0.1	-14	-2.0
Cc1ccc(C)n1NC(=O)c1ccccc1[N+](=O)[O-]	0	-0.1	12	-0.3
Cn1c(N)c(C(=O)COC(=O)C2CCCCC2)c(=O)n(C)c1=O	-1	0.1	-9	1.1
CC(C)(CO)NC(=O)c1ccc([N+](=O)[O-])cc1	0	0.0	3	-0.5
O=C1C2C3C=CC(C3)C2C(=O)N1c1ccc(F)c([N+](=O)[O-])c1 (stereo not drawn)	-1	0.7	4	-1.2
CC(=O)N(C(C)=O)c1cc(N2CCOCC2)c([N+](=O)[O-])cc1C	-3	0.2	-9	-2.4
O=C1N[C@@H](CO)C(=O)N2CCN(Cc3ccc(Cl)cc3)C[C@H]12	-2	0.4	3	-0.5
CCN(CC(=O)Nc1cc(C)on1)c1cccc2ccccc12	-2	-0.1	-9	1.1
OC1(c2cccnc2)CCN(Cc2nc(N3CCOCC3)c3cc(Cl)ccc3n2)CC1	-1	-0.1	3	-0.4
COC(=O)c1ccc(COc2ccc3c(-c4ccccc4)cc(=O)oc3c2)cc1	-7	0.0	-2	0.2
Cc1ccc(CNC(=O)CN(Cc2ccc(Br)cc2)S(=O)(=O)c2ccccc2)cc1	6	0.1	7	-0.3
CC1(C)CC(=O)c2c(oc3ccc(NS(=O)(=O)c4cc([N+](=O)[O-])ccc4Cl)cc23)C1	2	1.6	19	0.5
COc1cccc(C2C(C#N)=C(N)N(N(C)C)C3=C2C(=O)CC(c2ccccc2)C3)c1OC (stereo not drawn)	55*	0.0	21	-1.8
Cc1nc2c(C(=O)NC3CCCC3)cnn2c(C)c1Cc1ccc(Cl)cc1	-3	0.1	15	0.4
COC(=O)C1C(=O)NC(SCC(=O)Nc2ccccc2C)=C(C#N)C1c1ccccc1Cl (stereo not drawn)	8	-0.1	3	-0.9
CC(C)(O)C(=O)NNC(=S)Nc1cccc(C(F)(F)F)c1	10	0.2	1	0.9
Cc1ccc(Cn2c(C)c(CNCCC3=CCCCC3)c(C(=O)O)c2C)cc1	-3	-0.1	14	-0.4
CC(C)C(NC(=O)c1ccoc1)c1nnc2n1CCN(Cc1cc3ccccc3s1)CC2 (stereo not drawn)	3	-0.1	10	-1.1
Cc1cccc(/C=N/NC(=O)c2cccnc2)n1	-1	0.1	-5	-0.3
CCCn1c(SCC(=O)Nc2ccc(Br)cc2)n[nH]c1=O	-10	-0.1	-1	-1.9
Cc1ccccc1/C=C/C1=CC(C)(C)NC(=S)N1	-17	-0.2	-12	-1.1
CCOC(=O)N1CCN(C(=O)CNC(=O)Cn2cnc3ccccc3c2=O)CC1	-2	0.0	-11	-0.5
CCC1CN(CC(=O)NCCCc2cccnc2)Cc2cc(OC)ccc2O1 (stereo not drawn)	-7	0.2	-3	-1.7
O=C(O)C(Cc1ccc(O)cc1)NSc1ccccc1[N+](=O)[O-] (stereo not drawn)	4	-0.1	4	0.5
O=C(NCc1ccc(Cl)cc1)c1ccc([N+](=O)[O-])cc1	-6	0.2	18	3.0
CC1CCC(N2CC(=O)N(CCc3ccccc3)C(c3ccc(F)cc3)C2=O)CC1 (stereo not drawn)	-16	-0.1	-1	-0.8
Cc1ccc(S(=O)(=O)Nc2cc3c4c(oc3c3ccccc23)CCCC4=O)c(C)c1	12	0.0	-4	0.0
COc1ccc(Cl)c2sc(N(Cc3cccnc3)C(=O)c3ccccc3F)nc12	-2	0.0	-8	-0.4
NC(=O)C1CCCN(Cc2ccc3c(c2)CN(Cc2ccco2)CCO3)C1 (stereo not drawn)	-9	0.0	5	-1.5

Further compounds.
smiles	TEAD-YAP block	FBW7 activator	MITF primary	GPR151 activ
Cn1c(CN(C(=O)CN2CCCCC2)c2ccccc2)c(C#N)c2ccccc21	-1	0.6	10	2.3
O=[N+]([O-])c1ccccc1NC(=S)N/N=C/c1cccnc1	-36	-0.3	1	-0.1
COc1cc(C#N)ccc1OC(=O)c1ccc([N+](=O)[O-])cc1	8	0.3	10	-0.1
O=C(O)CN=C1NC2(CCCCC2)Cc2ccccc21	2	-0.1	-8	-0.2
NC(=O)c1oc2ccccc2c1NC(=O)Cc1cccc2ccccc12	19	0.1	6	1.1
CCc1ccccc1NS(=O)(=O)c1cc(C)ccc1OC	-3	-0.1	7	-0.7
Cc1cc(C)c(S(=O)(=O)Nc2ccc(Br)cc2)c(C)c1	-1	0.0	-10	-0.7
O=C(Nc1cc(Cl)ccc1Cl)c1cc2n(n1)C(C(F)(F)F)CC(c1ccc(Cl)cc1)N2 (stereo not drawn)	12	-0.4	-3	-0.6
CCCOC(=O)c1cccc(NC(=O)COc2ccccc2Cl)c1	45*	0.0	4	-1.7
COc1ccc(CCNc2ncnc3nc(-c4ccc(OC)cc4)[nH]c23)cc1	-8	0.0	5	1.8
Cc1ccc(S(=O)(=O)N(C(=O)c2ccccc2)c2cc(Br)c(OC(=O)c3ccccc3)c3ccccc23)cc1	6	0.0	12	-0.7
c1coc(CN2CCN(Cc3cccc4ccccc34)CC2)c1	-17	-0.2	76*	-2.3
COC(=O)c1cc(N2C(=O)C3C4C=CC(CO)(O4)C3C2=O)ccc1Cl (stereo not drawn)	12	-0.2	15	-0.2
COc1ccccc1NC(=O)c1nn(C)cc1N	-5	0.4	21	-0.2
CC1(c2ccccc2Cl)NC(=O)N(CC(=O)Nc2ccc(F)c(F)c2F)C1=O (stereo not drawn)	17	0.2	-14	-0.8
COc1ccc(C2C(C#N)=C(N)N(c3cccc(C(F)(F)F)c3)C3=C2C(=O)CC(C)(C)C3)cc1 (stereo not drawn)	-3	0.2	15	0.7
O=C(c1ccco1)N1CCN(C(=O)c2cc(-c3ccccn3)nc3ccc(Cl)cc23)CC1	10	-0.1	17	0.6
Cc1ccc(-n2nnc3c(=O)oc4ccccc4c32)cc1	5	0.6	7	2.1
C/C(CC(=O)NCc1ccco1)=N\NC(=O)C1CCCCC1	1	0.1	2	0.2
COC(=O)CCC(=O)Nc1ccc([N+](=O)[O-])cc1Br	-4	-0.1	-11	3.6
O=C(CC1C(=O)N(CCc2ccccc2)C(=S)N1CCc1ccccc1)Nc1ccc(F)cc1 (stereo not drawn)	15	0.2	10	1.5
C=C(C)C1Cc2c(C)nn(-c3cc(C)c4ccccc4n3)c2C1 (stereo not drawn)	1	0.6	4	1.1

Rows are unselected; 3.4% or so of the library scored in one or more.
